Bioassay records from PubChem.
Growth percent in the NCI-60 one-dose screen (48 h, 10 µM unless noted): 100 = growth as untreated, 0 = no growth, -100 = all killed.
NCI-H522 – NCI-H522 lung cancer; actives 8% (n = 78,000); AID 1794739
SK-OV-3 – SK-OV-3 ovarian cancer cells | actives 3.2% (n = 80,000)
NCI-H460 – NCI-H460 lung cancer. actives 6.8% (n = 82,000). AID 1794736
NCI-H23 – NCI-H23 lung cancer; AID 1794731; actives 4% (n = 80,000)
NCI/ADR-RES – NCI/ADR-RES ovarian cells; AID 1794790; actives 4.4% (n = 81,000)
NCI-H322M – NCI-H322M lung cancer; actives 2.7% (n = 80,000)
COLO 205 – COLO 205 colon cancer | actives 7.3% (n = 79,000)
IGROV1 – IGROV1 ovarian cancer; actives 4.7% (n = 79,000)
NCI-H226 – NCI-H226 lung cancer; actives 3.5% (n = 79,000)
* marks the source's active call; other numbers are inactive results; / = no result given; [ ] = another dose, or the depositor's remark. How the source made its calls: active means growth percent below 10; inactive means the rest. An unsorted share of the library (roughly 11% active in at least one column).

SMILES	NCI-H522	SK-OV-3	NCI-H460	NCI-H23	NCI/ADR-RES	NCI-H322M	COLO 205	IGROV1	NCI-H226
Nc1ccccc1SC1CC(=O)N(c2ccccc2Cl)C1=O (centres undefined)	89	98	101	91	89	91	95	86	90
CCNc1nc(-c2ccc(Cl)c(O)c2)c(-c2ccnc(NCCNS(=O)(=O)c3ccc(C)cc3)n2)s1	68	78	93	92	97	106	34	91	100
CCN(CC)CCNc1ccc([N+](=O)[O-])c2sc3ccccc3c(=O)c12	13	33	3.1*	35	33	14	2.0*	-11*	18
COc1ccc(-n2c(-c3ccc(C)cc3)cnc2SCC(=O)Nc2ccc(-c3nc4ccccc4s3)cc2)cc1	/	119	121	107	114	116	114	93	113
N#CC1=C(N)Oc2c(sc3c(F)cccc23)C1c1ccc(O)cc1 (centres undefined)	49	101	84	81	65	92	113	68	99
CCOC(=O)/C(Cl)=C\OC(=O)c1ccccc1	43	103	113	86	83	92	97	74	107
CC1CCOC(c2ccc(Cl)cc2Cl)O1 (centres undefined)	102	99	105	101	105	107	103	112	95
CCSc1nnc(-c2cnn3c2NC(c2ccccc2)C3)n1-c1ccccc1 (centres undefined)	57	108	111	98	99	94	112	93	107
Cn1c(O)c(/C=C2\C=c3ccccc3=N\C2=N\c2nc3ccccc3s2)c(=O)n(C)c1=O	84	/	99	95	101	92	113	68	/
O=C(O)/C=C/C(=O)NCc1ccccc1	/	112	104	107	102	93	106	98	98
CCO/C=C1\C(=O)N(C(C)=O)c2cc(OC)c(OC)cc21	100	104	108	96	102	108	125	92	101
COc1ccc(C2=C(c3cn(C)c4ccccc34)C(=O)NC2)cc1OC	/	/	94	96	91	85	109	87	/
COc1cc2c(C)cc(=O)oc2cc1O	88	94	112	101	106	97	111	104	101
CC(=O)c1ccc(OCc2cn(CC(=O)Nc3nc4ccccc4s3)nn2)cc1	90	100	106	103	103	/	110	96	101
CCOC(=O)c1c(C)nc2c(c1N)CC(=O)N2[C@@H](C)c1ccccc1	61	93	101	88	77	101	98	97	95
COc1ccc(-c2ccnc3c(C#N)c(SC)nn23)cc1OC	87	85	64	89	81	96	101	94	88
O=C(/C=C/c1ccc(Cl)cc1)c1c(O)c2ccccc2oc1=O	84	94	105	98	103	101	118	100	110
OCC1OC(n2cnc3c(Cl)ncnc32)CC1O (centres undefined)	101	104	104	118	118	101	104	99	98
Clc1ccc(Nc2ccnc3[nH]c4ccc(Br)cc4c23)cc1	72	86	95	93	91	109	91	70	81
CCOC(=O)C(=O)CC(=O)N1C(=S)NC(=O)C1CC(C)C (centres undefined)	100	122	110	88	95	97	107	98	99
O=C(Nc1cccc2ccccc12)c1cc2ccccc2cc1O	9.4*	1.0*	7.2*	8.0*	4.5*	-4.3*	112	7.5*	13
O=C(CNc1nc(-c2ccccc2)cs1)Nc1ccccc1	-82*	11	-11*	-86*	-23*	-96*	-84*	-7.7*	-2.5*
O=C(Nc1ccc(Oc2cccc(F)c2)c(Cl)c1)c1cnccn1	22	86	22	45	9.1*	46	15	41	62
Cn1cc(C2=C(c3cccc4ccccc34)C(=O)N(O)C2=O)c2ccccc21	94	85	92	/	100	96	113	69	92
c1ccc(CN2C(c3ccccc3)=Nc3ccccc3C2c2c[nH]c3ccccc23)cc1 (centres undefined)	52	72	43	27	30	61	18	19	59
Cc1nc2ccc(OCc3cn(Cc4ccccc4)nn3)cc2c(=O)n1CC(=O)NO	88	100	/	99	100	95	107	108	108
Cc1ccc(-c2cc(-c3cc4ccccc4oc3=O)on2)cc1	/	83	96	89	91	104	83	/	99
O=C1NC(=O)c2ccccc21	101	106	109	95	102	109	109	107	97
C[n+]1ccc(C#N)c2ccccc21	68	98	109	95	101	98	49	71	93
NS(=O)(=O)c1ccc(Nc2cc(-c3ccccc3)nc(SCC(=O)c3ccc(Br)cc3)n2)cc1	96	111	99	98	98	86	91	108	97
CCOC(=O)n1c2ccccc2c(=O)n1CCO	77	88	114	103	111	89	95	100	96
Cc1ccc2c(C)nc(Nc3nc(C)cc(-c4ccccc4)n3)nc2c1	75	114	100	91	99	86	104	78	/
NC(=S)N/N=C/c1ccc(Cl)cc1Cl	104	98	98	94	93	99	116	41	86
Nc1nonc1-c1nc2ccccc2n1CC(=O)Nc1ccc(F)c(Cl)c1	71	58	65	80	72	67	81	62	75
Nc1cc(S(=O)(=O)O)cc2ccccc12	92	96	110	104	106	116	98	110	103
C(=C/c1ccnc(/C=C/c2ccccc2)c1)/c1ccccc1	95	102	107	/	107	/	107	105	97
COc1cc(C)c2sc3ccccc3c(=O)c2c1NCCN(C)C	80	66	22	76	62	91	16	29	74
CS(=O)(=O)c1ccc(-c2nc3ccccn3c2/C=N/N=C(N)N)cc1	93	107	104	/	98	102	110	107	95
NC1N=C(Nc2ccc(Cl)cc2)N=CC(c2cc3cc(Br)ccc3oc2=O)=N1 (centres undefined)	80	81	100	95	105	98	99	101	79
O=C1c2cccc(Cl)c2C(=O)c2c(Cl)cccc21	108	106	103	106	106	100	115	108	94
COc1cc2nc(N3CCCC3)nc(NCCc3ccccc3)c2cc1OC	62	85	10	59	62	75	-85*	70	90
Cc1ccccc1N=Nc1ccc(N=Nc2ccc(O)cc2)c(C)c1	56	96	/	87	91	94	101	82	77
CNCc1cccc2c1OCCOCCN(C)C(=O)CN(C)S(=O)(=O)c1ccc(cc1)-c1cnc(N)c(n1)C(=O)N2	24	8.3*	-41*	6.9*	102	40	20	51	-33*
COc1cc(C2CC(c3cccc(Nc4ccncc4)c3)=NN2c2cc(Cl)cc(Cl)c2)cc(OC)c1OC (centres undefined)	0.4*	76	-68*	78	51	64	-59*	-2.9*	87
NS(=O)(=O)Oc1ccc2c(ccn2C(=O)C2CCCCC2)c1	86	115	101	105	107	/	110	107	99
COC(=O)C1=CC(=O)n2nc3n(-c4ccccc4)c(=O)/c(=C\c4ccc(OC)cc4)n3c2=NN1	101	/	101	106	106	101	117	104	107
COC(=O)[C@]1(C)CCC[C@@]2(C)[C@H]1CC=C1C=C(C(C)C)CC[C@@H]12	/	103	102	91	106	152	114	143	113
CCC(c1ccccc1)C(CC)c1ccc(O)cc1 (centres undefined)	80	83	94	76	86	98	117	91	88
O=C(Nc1nc(C(=O)N2CCN(C(c3ccccc3)c3ccccc3)CC2)cs1)c1ccc(NCCc2ccccc2)c([N+](=O)[O-])c1	67[5.5 µM]	72[5.5 µM]	76[5.5 µM]	79[5.5 µM]	78[5.5 µM]	90[5.5 µM]	/	69[5.5 µM]	70[5.5 µM]
O=C(CNCc1cc(=O)oc2ccc3ccccc3c12)N1CCOCC1	82	100	105	103	106	101	102	102	95
Further compounds follow.
SMILES	NCI-H522	SK-OV-3	NCI-H460	NCI-H23	NCI/ADR-RES	NCI-H322M	COLO 205	IGROV1	NCI-H226
Oc1ccc(Br)cc1Sc1cc(Br)ccc1O	/	98	/	9.6*	31	92	113	81	98
CCCCCC1(/C=N/NC(N)=S)NC(=O)NC1=O (centres undefined)	72	87	108	102	107	97	98	109	100
C/C(=N\O)C1(C)CC=CCC1CO (centres undefined)	83	100	113	103	111	99	113	104	101
COc1cccc(-c2nc3sccn3c2-c2ccnc(NCCCNS(=O)(=O)c3cccc(F)c3)c2)c1	18	54	45	21	4.9*	72	19	28	19
c1cn2c(ccc3nc(-c4cn[nH]c4)c4c(c32)CCCC4)n1	63	-10*	44	69	77	76	96	45	74
O=c1[nH]c(=S)[nH]c2sc3c(c12)CCC1(C3)OCCO1	80	89	99	91	82	94	105	100	106
CC1=CC(O)(c2ccccn2)P(=O)(c2ccccc2)C=C1C (centres undefined)	/	109	107	114	107	108	101	104	105
CCCC(C)C(=O)OCCCc1ccccc1 (centres undefined)	79	99	106	99	105	118	/	106	87
NCCCC(N)CC(=O)NCC1NC(=O)C(CO)NC(=O)C(N)CNC(=O)C(C2CCN=C(N)N2)NC(=O)/C(=C\NC(N)=O)NC1=O (centres undefined)	101	/	103	94	94	113	100	104	75
BrCCOc1ccc(OCCBr)cc1	/	116	109	114	119	111	113	103	106
CCOC(=O)c1ccc(NC(N)=S)cc1	97	98	101	100	94	95	123	/	97
Cc1ccc(N2CCN(C(=S)c3cccs3)CC2)cc1	83	106	109	104	112	107	112	99	95
C[C@]12CC[C@@H]3c4ccc(OC(=O)c5ccccc5)cc4CC[C@H]3[C@@H]1CC[C@@H]2O	/	113	90	89	74	102	100	78	97
CCC(C(=O)NC(=O)NOC)c1ccccc1 (centres undefined)	93	103	/	101	106	101	116	106	107
CCN(C(=O)CN1CCN(c2cc3c(cc2F)c(=O)c(C(=O)O)cn3C2CC2)CC1)c1nc(-c2ccc(OC)cc2)cs1	49	97	-2.5*	66	59	39	64	67	86
CC(=O)Oc1c(Br)cc(-c2oc(-c3cc(Br)c(OC(C)=O)c(Br)c3)c3ccccc23)cc1Br	52	100	96	90	99	96	118	96	94
CC1=CC2C(C3C=CC2(C)C(=O)C3(C)O)C(C)(O)C1=O (centres undefined)	100	112	112	110	111	111	113	110	94
C=CCNC(=S)NNc1cc(=O)[nH]c2ccc(Br)cc12	97	94	107	96	103	98	99	101	96
O=C1S/C(=C\c2ccco2)C(=O)N1Cc1cc2ccccc2nc1Cl	89	96	101	98	101	101	109	98	93

16 entries from above, with bars between the fields.
canonical_smiles | NCI-H522 | SK-OV-3 | NCI-H460 | NCI-H23 | NCI/ADR-RES | NCI-H322M | COLO 205 | IGROV1 | NCI-H226
C/C(=N\O)C1(C)CC=CCC1CO (centres undefined) | 83 | 100 | 113 | 103 | 111 | 99 | 113 | 104 | 101
COc1cccc(-c2nc3sccn3c2-c2ccnc(NCCCNS(=O)(=O)c3cccc(F)c3)c2)c1 | 18 | 54 | 45 | 21 | 4.9* | 72 | 19 | 28 | 19
c1cn2c(ccc3nc(-c4cn[nH]c4)c4c(c32)CCCC4)n1 | 63 | -10* | 44 | 69 | 77 | 76 | 96 | 45 | 74
O=c1[nH]c(=S)[nH]c2sc3c(c12)CCC1(C3)OCCO1 | 80 | 89 | 99 | 91 | 82 | 94 | 105 | 100 | 106
CC1=CC(O)(c2ccccn2)P(=O)(c2ccccc2)C=C1C (centres undefined) | / | 109 | 107 | 114 | 107 | 108 | 101 | 104 | 105
CCCC(C)C(=O)OCCCc1ccccc1 (centres undefined) | 79 | 99 | 106 | 99 | 105 | 118 | / | 106 | 87
NCCCC(N)CC(=O)NCC1NC(=O)C(CO)NC(=O)C(N)CNC(=O)C(C2CCN=C(N)N2)NC(=O)/C(=C\NC(N)=O)NC1=O (centres undefined) | 101 | / | 103 | 94 | 94 | 113 | 100 | 104 | 75
BrCCOc1ccc(OCCBr)cc1 | / | 116 | 109 | 114 | 119 | 111 | 113 | 103 | 106
CCOC(=O)c1ccc(NC(N)=S)cc1 | 97 | 98 | 101 | 100 | 94 | 95 | 123 | / | 97
Cc1ccc(N2CCN(C(=S)c3cccs3)CC2)cc1 | 83 | 106 | 109 | 104 | 112 | 107 | 112 | 99 | 95
C[C@]12CC[C@@H]3c4ccc(OC(=O)c5ccccc5)cc4CC[C@H]3[C@@H]1CC[C@@H]2O | / | 113 | 90 | 89 | 74 | 102 | 100 | 78 | 97
CCC(C(=O)NC(=O)NOC)c1ccccc1 (centres undefined) | 93 | 103 | / | 101 | 106 | 101 | 116 | 106 | 107
CCN(C(=O)CN1CCN(c2cc3c(cc2F)c(=O)c(C(=O)O)cn3C2CC2)CC1)c1nc(-c2ccc(OC)cc2)cs1 | 49 | 97 | -2.5* | 66 | 59 | 39 | 64 | 67 | 86
CC(=O)Oc1c(Br)cc(-c2oc(-c3cc(Br)c(OC(C)=O)c(Br)c3)c3ccccc23)cc1Br | 52 | 100 | 96 | 90 | 99 | 96 | 118 | 96 | 94
CC1=CC2C(C3C=CC2(C)C(=O)C3(C)O)C(C)(O)C1=O (centres undefined) | 100 | 112 | 112 | 110 | 111 | 111 | 113 | 110 | 94
C=CCNC(=S)NNc1cc(=O)[nH]c2ccc(Br)cc12 | 97 | 94 | 107 | 96 | 103 | 98 | 99 | 101 | 96
